AMA1-RON2 inh – qHTS for Inhibitors of AMA1-RON; Towards Development of Antimalarial Drug Lead: Primary Screen. Plasmodium falciparum AMA1 (3D7) - RON2 peptide interaction. AlphaScreen AMA1-biotinylated RON2 peptide binding. Potency, µM (doses to about 58.2 µM), without a hit: top-dose activity change, negative = inhibition, actives largely listed as inhibitors. hit rate 0.2% among 360,000;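 further: potency means the concentration at half of the fitted maximal effect; 0% = vehicle wells and -100% = peptide control; nearly all actives have a fitted effect of over 45% in size; some results filed as inactive show a strong effect at the top dose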
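AMA1 (3D7) with his tag at 25 nM final met compounds first, then biotinylated RON2 peptide at 25 nM; detection used donor plus acceptor beads, 10 µg/mL apiece, read by AlphaScreen after 30 min at room temperature.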
HCMV inh – qHTS Assay for inhibitors of the human cytomegalovirus (HCMV); activity change, negative = inhibition, % at 57.5 µM; hit rate 4.5% among 410,000; HFF cells, HCMV-luciferase reporter, 72 h; hits give low values; in the data active means activity change below about -60%; inconclusive means no clear call, values can overlap the other calls; inactive means above about -39%
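After 16 h attachment at 37C, HFF cells received test compound and HCMV-luciferase (1 PFU/cell); reporter luminescence read 72 h later, data normalized against buffer-only and known inhibitor Salinomycin.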
AmpC inh no detg – qHTS Inhibitors of AmpC Beta-Lactamase (assay without detergent) | Potency, µM (highest dose often 57.1 µM), without a hit: at the top dose activity change, negative = inhibition, hits mostly inhibitors | AmpC nitrocefin hydrolysis, absorbance 480 nm, 0.0001% Triton | hit rate 0.52% among 330,000 | P00811;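 further: potency means the concentration at half of the fitted maximal effect; plate controls were no compound for no effect and no enzyme for full effect; nearly all actives have a fitted effect of over 20% in size; some results filed as inactive show a strong effect at the top dose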
Target sequence (P00811 whole entry, looked up): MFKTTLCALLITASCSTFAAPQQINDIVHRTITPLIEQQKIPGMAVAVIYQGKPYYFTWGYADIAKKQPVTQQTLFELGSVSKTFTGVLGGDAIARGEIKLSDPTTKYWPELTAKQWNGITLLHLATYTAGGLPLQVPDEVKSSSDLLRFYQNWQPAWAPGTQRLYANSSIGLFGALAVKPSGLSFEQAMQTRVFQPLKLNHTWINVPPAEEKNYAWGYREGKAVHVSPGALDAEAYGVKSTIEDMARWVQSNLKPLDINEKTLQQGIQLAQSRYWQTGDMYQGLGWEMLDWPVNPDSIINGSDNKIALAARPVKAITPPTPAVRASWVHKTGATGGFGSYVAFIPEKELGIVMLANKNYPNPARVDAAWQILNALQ
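AmpC (5.3 nM in the dispensed reagent) in 20 mM phosphate pH 7.0 with 0.01% (detergent screen) or 0.0001% Triton X-100 was preincubated with compounds for 15 min at room temperature. Nitrocefin was then added from an 800 uM solution, and hydrolysis was followed at 480 nm.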
LmPK inhibitor – qHTS Assay for Inhibitors of Leishmania Mexicana Pyruvate Kinase (LmPK). Q27686. purified LmPK, Kinase-Glo ATP luminescence, 1 h. Potency, µM (doses to about 57.5 µM), for inactives: top-dose activity change, negative = inhibition, usual class: inhibitors. hit rate 0.37% among 290,000. AID 1721, 2009; further: potency means the concentration at half of the fitted maximal effect
Target sequence (Q27686 whole entry, looked up): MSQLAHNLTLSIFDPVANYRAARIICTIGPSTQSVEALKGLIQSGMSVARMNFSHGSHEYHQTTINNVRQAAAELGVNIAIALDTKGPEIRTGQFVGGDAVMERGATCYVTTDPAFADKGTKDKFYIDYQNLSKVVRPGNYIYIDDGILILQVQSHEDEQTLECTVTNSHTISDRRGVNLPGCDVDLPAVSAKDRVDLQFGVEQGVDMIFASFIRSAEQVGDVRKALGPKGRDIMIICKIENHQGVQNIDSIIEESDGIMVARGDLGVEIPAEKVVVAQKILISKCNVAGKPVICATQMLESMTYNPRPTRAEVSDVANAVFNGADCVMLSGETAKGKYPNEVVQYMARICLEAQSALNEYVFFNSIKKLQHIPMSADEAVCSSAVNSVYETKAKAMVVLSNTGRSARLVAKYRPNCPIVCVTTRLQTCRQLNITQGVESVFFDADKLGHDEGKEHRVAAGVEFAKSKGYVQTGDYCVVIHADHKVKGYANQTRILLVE
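Purified LmPK (0.1 nM) with 0.5 mM PEP and 0.1 mM ADP in imidazole buffer pH 7.2 with MgCl2/KCl, 1 h at room temperature. ATP formed was read by luciferase luminescence and normalized to no-enzyme and uninhibited controls.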
AmpC inh detg – qHTS Inhibitors of AmpC Beta-Lactamase (assay with detergent) | P00811 | AmpC hydrolysis of nitrocefin, absorbance 480 nm, 0.01% Triton | Potency, µM (top dose mostly 114 µM), for inactives: at the highest dose activity change, negative = inhibition, usual class: inhibitors | hit rate 0.041% among 370,000 | AID 485294, 2010;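 further: potency means the concentration at half of the fitted maximal effect; 0% = no-compound wells and -100% = no-enzyme wells; nearly all actives have a fitted effect of over 25% in size; some results filed as inactive show a strong effect at the top dose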
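20 mM phosphate pH 7.0 + 0.01% (detergent screen) or 0.0001% Triton X-100; 5.3 nM AmpC reagent; cpd preinc 15 min RT; nitrocefin (800 uM stock) to start; A480 q20 s × 4 min; Activity was normalised to no-enzyme and no-compound control wells.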
HCV inhibitor – qHTS Assay for Inhibitors of Hepatitis C Virus (HCV); Huh7.5.1 HCVcc-Cre infection, luciferase reporter, 44 h; Potency, µM (highest dose often 41.8 µM), inactives show at the top dose activity change, negative = inhibition, usual class: inhibitors; hit rate 3.4% among 340,000; further: potency means the concentration at half of the fitted maximal effect
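Cells seeded at 1,000/well and cultured 4 h, then compounds added followed by HCVcc-Cre virus (~0.5 moi). After 44 h further culture, luciferase substrate was added, plates held 15 min at room temperature, and luminescence read for 15 sec.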
TbPYK inhibitor – qHTS of Trypanosoma Brucei Inhibitors; pyruvate kinase (Trypanosoma brucei), Q57TT1; TbPYK enzyme, Kinase-Glo Plus ATP luminescence, 45 min; hit rate 0.12% among 410,000; Potency, µM (top dose mostly 76.8 µM), inactives show top-dose activity, negative = inhibition, actives largely listed as inhibitors; further: potency means the concentration at half of the fitted maximal effect; nearly all actives have a fitted effect of over 50% in size
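Assay buffer: 50 mM TEA pH 7.2, 100 mM KCl, 10 mM MgCl2, 0.05% BSA, 0.01% Tween-20. Pyruvate kinase from T. brucei plus substrate met compound, then ADP (130 uM final). Luminescence was read post 45 min RT.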
* = called active by the depositor; & = joins results of further samples; [ ] = dose if it differs, or a comment. Unless noted, the call rests on the fitted dose curve; in most records, active means well fitted curve in the direction sought with a large enough effect; inconclusive means small, poorly fitted or top-dose-only effect, or another doubt; inactive means no such curve, though single readings can be large; an effect the other way counts as inactive or inconclusive. Unless noted, on the % scale 0 is the no-effect control and ±100 the full control effect.

For CCOC(=O)c1ccccc1NC(=O)N1CCC(CN2CCCCC2)CC1 the results were HCMV inh 5, AmpC inh detg 19% and TbPYK inhibitor 2%.
`CCC(CC)Nc1ccc(C(CC(N)=O)NC(=O)c2ccccc2)cc1[N+](=O)[O-]` (stereo not drawn) gave AMA1-RON2 inh -10%, HCMV inh inconclusive, AmpC inh no detg 3%, LmPK inhibitor 0%, AmpC inh detg inconclusive, HCV inhibitor inconclusive and TbPYK inhibitor -7%.
`COC(=O)c1ccc(C(=O)OC)c(NC(=O)c2cnc3n(c2=O)CCS3)c1` gave AMA1-RON2 inh 2%, HCMV inh 39, AmpC inh no detg -16%, LmPK inhibitor -7%, AmpC inh detg 2%, HCV inhibitor -18% and TbPYK inhibitor -5%.
`CCOC(=O)CC1=C(C(=O)OCC)C(c2cccnc2)C(C#N)=C(N)O1` (stereo not drawn) gave AMA1-RON2 inh -4%, HCMV inh -21, AmpC inh no detg -1%, LmPK inhibitor 4%, AmpC inh detg -2%, HCV inhibitor 4% and TbPYK inhibitor 0%.
`OCc1nc2c(ccc3ccccc32)[nH]1` gave AMA1-RON2 inh 18%, HCMV inh 49, AmpC inh no detg 0%, LmPK inhibitor -3%, AmpC inh detg inconclusive, HCV inhibitor 0% and TbPYK inhibitor 1%.
Cc1cccc(NC(=O)c2sc3nc(-c4cc5ccc(O)cc5oc4=O)[nH]c(=O)c3c2C)c1 was read as HCMV inh -8, AmpC inh detg 13% and TbPYK inhibitor inconclusive.
Screening CCOc1ccc2[nH]c(C)c(CN3CCN(CC)CC3)c(=O)c2c1 returned AMA1-RON2 inh 2%, HCMV inh -17, AmpC inh no detg -20%, LmPK inhibitor -1%, AmpC inh detg 4%, HCV inhibitor -2% and TbPYK inhibitor 3%.
`O=C(COc1ccc2cc(Br)ccc2c1Br)N1CCOCC1` gave AMA1-RON2 inh 0%, HCMV inh -22, AmpC inh no detg 170%[activator], LmPK inhibitor -2%, AmpC inh detg -9%, HCV inhibitor -9% and TbPYK inhibitor 5%.
COc1ccccc1N1C(=O)c2ccc(C(=O)Nc3ccccc3O)cc2C1=O was read as AMA1-RON2 inh -12%, HCMV inh -21, AmpC inh no detg -5%, LmPK inhibitor 8%, AmpC inh detg 1%, HCV inhibitor 8% and TbPYK inhibitor 3%.
`COc1ccc(NS(=O)(=O)c2ccc3[nH]c(=O)ccc3c2)cc1OC` gave HCMV inh 32, AmpC inh detg 14% and TbPYK inhibitor 3%.
CCOCCCNc1ncc2c(n1)CC(c1ccc(C)cc1)CC2=O (stereo not drawn) was read as AMA1-RON2 inh -1%, HCMV inh -12, AmpC inh no detg -9%, LmPK inhibitor 0%, AmpC inh detg -5%, HCV inhibitor 5% and TbPYK inhibitor -5%.
`COc1cc(/C=C/c2nc3ccccc3c(=O)n2-c2ccccc2O)ccc1O` gave AMA1-RON2 inh 5%, HCMV inh -83*, AmpC inh no detg -52%, LmPK inhibitor 10%, AmpC inh detg -13%, HCV inhibitor inconclusive and TbPYK inhibitor 2%.
CN1C(=O)NC(=O)/C(=C/c2ccc(C(=O)O)cc2)C1=O was read as AMA1-RON2 inh -10%, HCMV inh -16, AmpC inh no detg -3%, LmPK inhibitor 0%, AmpC inh detg 7%, HCV inhibitor 4% and TbPYK inhibitor inconclusive.
`O=C(NCN1C(=O)C2C3C=CC(C3)C2C1=O)Nc1ccccc1O` (stereo not drawn) gave AMA1-RON2 inh 4%, HCMV inh -36, AmpC inh no detg -14%, LmPK inhibitor 7%, AmpC inh detg 2%, HCV inhibitor -18% and TbPYK inhibitor 1%.
`Nc1nc2n(n1)C(c1ccco1)CC(c1ccccc1)N2` (stereo not drawn) gave AMA1-RON2 inh 110%[activator], HCMV inh -23, AmpC inh no detg -31%, LmPK inhibitor -2%, AmpC inh detg -9%, HCV inhibitor -14%&13% and TbPYK inhibitor -9%.
COc1ccc(-c2nonc2NC(=O)c2ccco2)cc1OC was read as AMA1-RON2 inh 9%, HCMV inh 0, AmpC inh no detg 0%, LmPK inhibitor 1%, AmpC inh detg 1%, HCV inhibitor 7% and TbPYK inhibitor -1%.
COc1cccc(C(C)NC(=O)c2ccncc2)c1 (stereo not drawn) was read as AMA1-RON2 inh 7%, HCMV inh 21, AmpC inh no detg -12%, LmPK inhibitor 4%, AmpC inh detg -1%, HCV inhibitor 10% and TbPYK inhibitor 1%.
For CCOC(=O)c1cnn2c(C(F)(F)F)cc(-c3ccc(Br)cc3)nc12 the results were HCMV inh 1, AmpC inh detg 7% and TbPYK inhibitor -7%.
COc1ccccc1CN1CCN(Cc2nc(-c3cccs3)no2)CC1 was read as AMA1-RON2 inh 13%, HCMV inh 5, AmpC inh no detg 20%, LmPK inhibitor 7%, AmpC inh detg 5%, HCV inhibitor 8% and TbPYK inhibitor -14%.
`N=C(N)N1CCc2ccccc21` gave AMA1-RON2 inh -20%, HCMV inh -7, AmpC inh no detg -6%, LmPK inhibitor -8%, AmpC inh detg 0%, HCV inhibitor -1% and TbPYK inhibitor -2%.
Screening O=C(CN1C(=O)/C(=C/c2ccccc2F)Sc2ccccc21)NCc1cccnc1 returned AMA1-RON2 inh -26%, HCMV inh -36, AmpC inh no detg 131%[activator], LmPK inhibitor 8%, AmpC inh detg 3%, HCV inhibitor inconclusive and TbPYK inhibitor 4%.
Screening Cn1cc(CNC(=O)c2cc(-c3ccccc3)nc3ccc(Br)cc23)cn1 returned AMA1-RON2 inh 16%, HCMV inh -14, AmpC inh no detg -4%, LmPK inhibitor 0%, AmpC inh detg -10%, HCV inhibitor inconclusive and TbPYK inhibitor -2%.
`Cc1ccc(Nc2nc3ccccc3s2)cc1` gave AMA1-RON2 inh 2%, HCMV inh 25, AmpC inh no detg -40%, LmPK inhibitor -8%, AmpC inh detg inconclusive, HCV inhibitor 0% and TbPYK inhibitor inconclusive.
COc1ccc(CCNC(=O)C2CCCN2C(=O)Nc2ccccc2)cc1OC (stereo not drawn) was read as AMA1-RON2 inh 5%, HCMV inh 26, AmpC inh no detg -1%, LmPK inhibitor -2%, AmpC inh detg -12%, HCV inhibitor 1% and TbPYK inhibitor 9%.
For Cc1cc(C)n(-c2ccc(C(=O)OCC(=O)Nc3cc(Cl)ccc3[N+](=O)[O-])cc2)n1 the results were AMA1-RON2 inh 12%, HCMV inh 113, AmpC inh no detg -30%, LmPK inhibitor 1%, AmpC inh detg -4%, HCV inhibitor 17% and TbPYK inhibitor -7%.
For O=C(c1ccc(CS(=O)(=O)c2ccc(Br)cc2)o1)N1CCOCC1 the results were AMA1-RON2 inh 8%, HCMV inh 47, AmpC inh no detg -6%, LmPK inhibitor 5%, AmpC inh detg -3%, HCV inhibitor 1% and TbPYK inhibitor -2%.
Screening COc1ccccc1NC(=O)CN1CCN(c2ccccc2)CC1 returned AMA1-RON2 inh 0%, HCMV inh 65, AmpC inh no detg 29%, LmPK inhibitor -1%, AmpC inh detg 4%, HCV inhibitor inconclusive and TbPYK inhibitor 6%.
Screening Cc1csc(NC(=O)CSc2nc3sc(C)c(C)c3c(=O)[nH]2)n1 returned AMA1-RON2 inh -2%, HCMV inh 0, AmpC inh no detg -56%, LmPK inhibitor 0%, AmpC inh detg 2%, HCV inhibitor -3% and TbPYK inhibitor -21%.
For CCn1nc(CC(C)C)cc1C(=O)N1CCCC(Nc2ccc(F)cc2)C1 (stereo not drawn) the results were AMA1-RON2 inh 2%, HCMV inh -38, AmpC inh no detg 155%[activator], LmPK inhibitor -9%, AmpC inh detg 1%, HCV inhibitor 14% and TbPYK inhibitor 1%.
`Cc1cccc(NC(=O)NCCCCc2ccccc2)c1` gave AMA1-RON2 inh 21%, HCMV inh 27, AmpC inh no detg -39%, LmPK inhibitor -6%, AmpC inh detg 2%, HCV inhibitor inconclusive and TbPYK inhibitor 4%.
COc1ccccc1-c1cnc2c(Nc3cccc(OC(F)(F)C(F)F)c3)nccn12 was read as AMA1-RON2 inh -15%, HCMV inh inconclusive and TbPYK inhibitor -8%.
For COc1ccc(CCNC(=O)Cc2ccsc2)cc1 the results were AMA1-RON2 inh 5%, HCMV inh 16, AmpC inh no detg 4%, LmPK inhibitor -4%, AmpC inh detg 6%, HCV inhibitor 16% and TbPYK inhibitor -3%.
For Cc1ccc(NC(=O)c2ocnc2C)cc1Cl the results were AMA1-RON2 inh 8%, HCMV inh 201, AmpC inh no detg -9%, LmPK inhibitor -21%, AmpC inh detg -7%, HCV inhibitor -2% and TbPYK inhibitor -13%.
For CCOC(=O)c1c(C)[nH]c(C)c1S(=O)(=O)NCCCN1CCOCC1 the results were AMA1-RON2 inh -5%, HCMV inh 23, AmpC inh no detg -11%, LmPK inhibitor 5%, AmpC inh detg -9%, HCV inhibitor 19% and TbPYK inhibitor -1%.
CC(C)n1c(=N)c(C(=O)NCc2ccccc2)cc2c(=O)n3ccccc3nc21 was read as HCMV inh 7, AmpC inh detg 22% and TbPYK inhibitor -5%.
FC(F)(F)c1cc(N2CCNCC2)c2ccccc2n1 was read as AMA1-RON2 inh 3%, HCMV inh -7, AmpC inh no detg -16%, LmPK inhibitor 0%, AmpC inh detg -6%, HCV inhibitor -13% and TbPYK inhibitor 6%.
For CCCCCNc1nc2sc3c(c2c(=O)n1-c1cccc(Cl)c1)CCN(C)C3 the results were AMA1-RON2 inh -17%, HCMV inh inconclusive, AmpC inh no detg 119%[activator], LmPK inhibitor 4%, AmpC inh detg 0%, HCV inhibitor 1µM* and TbPYK inhibitor -2%.
COc1ccccc1NC(=O)CSc1nc2ncccc2[nH]1 was read as AMA1-RON2 inh 35%[activator], HCMV inh 2, AmpC inh no detg -21%, LmPK inhibitor -1%, AmpC inh detg inconclusive, HCV inhibitor -15% and TbPYK inhibitor -4%.
O=C(CSc1nnnn1Cc1ccccc1)c1ccc(F)cc1 was read as AMA1-RON2 inh 1%, HCMV inh inconclusive, AmpC inh no detg -31%, LmPK inhibitor 6%, AmpC inh detg -12%, HCV inhibitor 0% and TbPYK inhibitor -10%.

From PubChem
